High-throughput results deposited in PubChem BioAssay by Sanford-Burnham Center for Chemical Genomics.
TNAP Pi inh: human TNAP enzyme inhibitors, primary screen, biochemical, colorimetric, phosphate release readout | inhibition, % at 20 µM | AID 614, 2007 | 21,000 tested, under 10 active | Alkaline phosphatase, tissue-nonspecific isozyme (Homo sapiens), P05186 | purified TNAP, pNPP, malachite green phosphate absorbance
Target sequence (P05186 whole entry, looked up): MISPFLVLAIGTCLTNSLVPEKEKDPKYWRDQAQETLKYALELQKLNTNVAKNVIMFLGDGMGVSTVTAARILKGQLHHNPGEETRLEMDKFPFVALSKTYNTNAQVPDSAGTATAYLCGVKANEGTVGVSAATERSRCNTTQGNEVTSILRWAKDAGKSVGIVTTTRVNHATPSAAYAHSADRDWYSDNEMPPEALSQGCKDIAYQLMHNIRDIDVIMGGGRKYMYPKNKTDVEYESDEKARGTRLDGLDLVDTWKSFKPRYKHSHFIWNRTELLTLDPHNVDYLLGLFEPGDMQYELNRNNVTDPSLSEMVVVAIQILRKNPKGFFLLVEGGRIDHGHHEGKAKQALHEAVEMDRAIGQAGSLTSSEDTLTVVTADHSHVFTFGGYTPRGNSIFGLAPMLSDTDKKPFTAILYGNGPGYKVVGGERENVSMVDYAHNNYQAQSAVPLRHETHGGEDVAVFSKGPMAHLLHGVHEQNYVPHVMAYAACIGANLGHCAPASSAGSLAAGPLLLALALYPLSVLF
TNAP pNPP inh: human TNAP enzyme inhibitors, primary screen, biochemical, colorimetric, p-nitrophenol readout. 21,000 tested, under 10 active. inhibition, % at 20 µM. purified TNAP, pNPP hydrolysis, absorbance 405 nm. Alkaline phosphatase, tissue-nonspecific isozyme (Homo sapiens), P05186;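 note: 0% = DMSO only wells and 100% = 1 mM levamisole wells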
Active calls of the source: *.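 Rule for the calls: active = inhibition above 50% at the 20 µM single-dose screen; inactive = the rest.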 This is a subset; the hit share may differ from the screen's.

#	Molecule	TNAP Pi inh	TNAP pNPP inh
1	O=C(c1ccc(C#Cc2ccccc2)o1)N1CCN(c2ccccn2)CC1	6	-3
2	COC(=O)C1=CN(CCCN2CCCC2=O)C=C(C(=O)OC)C1c1cccs1	6	3
3	c1ccc2c(c1)C(=NCC1CCCO1)NC2=NCC1CCCO1 (configuration not stated)	7	2
4	COc1ccc(C(=O)CSc2nnc(CNc3nc(-c4ccccc4)cs3)n2C)cc1	9	8
5	CCc1sc(NC(=O)COC)nc1-c1ccccc1	5	0
6	CCNC(=O)NC(=O)CSc1cccc(C(F)(F)F)c1	5	-5
7	O=C1CCC(=O)N1CCOP1(=O)COc2ccccc2OC1	4	1
8	O=C(C1CCN(S(=O)(=O)c2ccccc2)CC1)N(CCc1ccccc1)Cc1ccco1	-18	-2
9	Cc1cc(NC(=O)Cc2cccs2)no1	3	-3
10	COC(=O)C1C(C(C)C)N(c2ccccc2)OC1(C)O (configuration not stated)	-4	1
11	CCOC(=O)c1oc2ccc(CNCCO)c(Cl)c2c1C	6	6
12	Cc1ccc(N2C(=O)c3ccccc3C2=O)cc1C	3	-3
13	Cc1oc(C2CC2)cc1C(=O)O	8	3
14	CCCCc1ccc(C(=O)NC(C(=O)O)C(C)C)cc1 (configuration not stated)	7	0
15	O=C(CCCC(=O)N(CC(=O)NC1CCCCC1)CC1CCCO1)Nc1ccccn1 (configuration not stated)	10	7
16	O=C(N1CCN(c2ccccn2)CC1)N1c2ccccc2Sc2ccccc21	8	0
17	CC(C)NC(=O)c1ccc2c(c1)N(CC(=O)N1CCOCC1)C(=O)C(C)(C)O2	7	-1
18	CCCCC(=O)Nc1nn(C)c2nc3c(C)cccc3cc12	0	1
19	CC1=NOC2(C1)/C(=N/O)CCC/C2=N\O (configuration not stated)	10	6
20	Cc1ccc(-c2nc(N)n(S(C)(=O)=O)n2)cc1	1	-4
21	CC1CCCC(C)N1C(=O)CN1C(=O)C(C)(C)Oc2ccc(C(=O)NC3CCCCC3)cc21 (configuration not stated)	12	5
22	COc1ccc(CC(=O)Nc2oc(-c3ccccc3)c(-c3ccccc3)c2C#N)cc1OC	7	4
23	CCOC(=O)CSc1nnc(-c2ccc(S(=O)(=O)N3CCC(C)CC3)cc2)o1	12	1
24	O=C(N1CCOCC1)N1CCN(c2nc(-c3ccccc3)cs2)CC1	9	2
25	O=C(NCc1ccccc1)NC1(C(=O)Nc2ccc3c(c2)OCCO3)CCCCC1	10	5

#	Molecule	TNAP Pi inh	TNAP pNPP inh
26	Cc1csc(N2CCc3ccccc32)n1	14	4
27	Cc1cc(=O)oc2c(CN3CCN(C)CC3)c(O)c(Cl)cc12	-1	-3
28	CCOC(=O)c1c(NC(=O)CCN2CCOCC2)sc2c1CC(C)(C)OC2	7	9
29	CC1(C)CC(=O)C2=C(C1)Oc1ncn(CCCO)c(=N)c1C2c1ccccc1 (configuration not stated)	9	5
30	Cc1ccc2nc(-c3ccccc3)cc(C(=O)O)c2c1	3	-2
31	CCC(C)N(C(=O)Cn1nnc2ccccc21)C(C(=O)NCc1ccco1)c1cccc(OC)c1 (configuration not stated)	11	10
32	CCCN1CC=C2C(C#N)=C(N)C(C#N)(C#N)C(c3cc(OC)ccc3OC)C2C1 (configuration not stated)	19	5
33	Cc1cc(C)nc(SCC(=O)N2CCC(C(N)=O)CC2)n1	2	0
34	CCOc1ccccc1N1CC(C(=O)Nc2ccccc2N2CCOCC2)CC1=O (configuration not stated)	9	0
35	Cc1noc(C)c1CSc1nnnn1-c1ccc(Cl)cc1	22	8
36	O=C(O)C1CCCCC1C(=O)NC1CCCCC1 (configuration not stated)	6	8
37	COc1cccc(C2C(C(=O)c3sc(C)nc3C)=C(O)C(=O)N2CCN(C)C)c1OC (configuration not stated)	8	3
38	COc1ccc(C2C=C(c3ccc(C)cc3)Nc3ncnn32)cc1 (configuration not stated)	6	3
39	CCn1c(=O)c2c(nc(SCC(=O)NCC3CCCO3)n2C)n(C)c1=O (configuration not stated)	9	5
40	O=C(CSCC(=O)NC1CC1)Nc1ccccc1	-34	-23
41	Cc1ccc(C(=O)CSc2nnc(COc3cccc4cccnc34)o2)cc1	15	9
42	CC(C)Oc1nc(-c2ccccc2O)nc2ccccc12	1	4
43	O=S(=O)(c1ccccc1)c1nc(-c2cccs2)oc1NCCCn1ccnc1	4	11
44	O=c1/c(=C/c2ccccn2)sc2n1CN(c1ccccc1)CN=2	0	0
45	COc1ccc(NC(=O)CN2CCC3(O)CCCCC3C2c2cc(OC)ccc2OC)cc1 (configuration not stated)	1	-2
46	Cc1nn(-c2ccc3nnc(Br)n3n2)c(C)c1Br	4	5
47	Fc1ccc(-c2cnc[nH]2)cc1	-12	-14
48	Cc1cc(C(=O)CSc2n[nH]c(N)n2)c(C)n1-c1cccc(F)c1	-14	5
49	CCCn1c(SCC(=O)Nc2c(C)cccc2C)nnc1C(C)C	0	-2
50	COCCN1C(=O)c2ccc(C(=O)Nc3nccs3)cc2C1=O	9	7

#	Molecule	TNAP Pi inh	TNAP pNPP inh
51	O=S(=O)(NCCOC12CC3CC(CC(C3)C1)C2)c1cccc2nsnc12	11	3
52	CCOC(=O)N1CCN(C(=O)Cc2ccc(C)cc2)CC1	0	0
53	CC1COC2C(O1)N(S(C)(=O)=O)CCN2S(C)(=O)=O (configuration not stated)	3	0
54	Cn1c2ccccc2c2ncn(Cc3ccco3)c(=O)c21	10	0
55	CCCCNC(=O)CSc1nnc(NC(C)=O)s1	4	1
56	COc1cc(C(C)=O)ccc1OC(=O)C(C)N1C(=O)c2ccccc2C1=O (configuration not stated)	4	4
57	CCOc1ccc(N2C(=O)CC(NCc3ccc(F)cc3)C2=O)cc1 (configuration not stated)	2	-1
58	NS(=O)(=O)c1ccc(-c2ccc(C=NC3CCS(=O)(=O)C3)o2)cc1 (configuration not stated)	-13	6
59	c1ccc(-c2csc(Nc3cccnc3)n2)nc1	-10	1
60	COC(=O)N1CCN(S(=O)(=O)c2ccc(F)cc2)CC1	13	5
61	N#Cc1ccc(-c2ccc(OCC(O)Cn3nnc4ccccc43)cc2)cc1 (configuration not stated)	-2	-3
62	COc1cccc(C(=O)Nc2ccccc2N2CCOCC2)c1	6	1
63	CC(Sc1nc2ccccc2o1)C(=O)O (configuration not stated)	4	2
64	O=C(CSc1nnc(CNc2ccc(F)cc2)n1Cc1ccccc1)N1CCOCC1	-3	7
65	CCOc1ccc(N2C(=O)c3ccc(C(=O)OCc4c(C)noc4C)cc3C2=O)cc1	18	6
66	Cc1ccc(N2CC(C(=O)Nc3nnc(C(C)C)s3)CC2=O)cc1 (configuration not stated)	9	3
67	Cc1c(C(=O)NC(C)CN2CCCCC2)oc2ccccc12 (configuration not stated)	2	-4
68	COc1ccc(-c2nnc(SCC(=O)c3[nH]c(C)c(C(C)=O)c3C)o2)cc1	8	4
69	COCCn1nnnc1C(c1ccc(OC)cc1OC)N1CCN(c2ccccc2F)CC1 (configuration not stated)	7	4
70	Cn1c(=O)c2c(nc(SC3C(=O)CC(C)(C)CC3=O)n2C)n(C)c1=O	-19	2
71	CCCCOCCCNC(=O)N[C@H](C(=O)OC)C(C)C	-1	3
72	c1coc(Cn2nnnc2CN2CCN(C3CCCCC3)CC2)c1	4	-3
73	Cc1[nH]nc2c1C(Cc1ccccc1)C(C#N)=C(N)O2 (configuration not stated)	6	-2
74	COc1cc(C(=O)OCC(=O)Nc2c(F)c(F)c(F)c(F)c2F)cc(OC)c1OC	9	3
75	Cc1cc(Cl)c(S(N)(=O)=O)cc1OCC(N)=O	7	1

#	Molecule	TNAP Pi inh	TNAP pNPP inh
76	O=C(c1ccccc1)N1CCN(C(=O)C23CC4CC(CC(C4)C2)C3)CC1	15	9
77	Cc1onc(-c2c(F)cccc2Cl)c1C(=O)NCCc1ccc(S(N)(=O)=O)cc1	13	5
78	Cc1cnc(NC(=O)c2c(O)c3cccc4c3n(c2=O)CCC4)s1	9	0
79	Cn1cccc1/C=N/n1cnnc1	8	2
80	CCC(=NC(CC)CO)C1=C(O)CC(C)(C)CC1=O (configuration not stated)	-5	8
81	COc1cccc(-c2nn(-c3ccccc3)cc2C(=O)Nc2nccs2)c1	10	4
82	CC(=O)O[C@H]1C(=O)[C@]2(C)[C@H]([C@H](OC(=O)c3ccccc3)[C@]3(O)C[C@H](OC(=O)[C@H](O)[C@@H](NC(=O)c4ccccc4)c4ccccc4)C(C)=C1C3(C)C)[C@]1(OC(C)=O)CO[C@@H]1C[C@@H]2O	7	2
83	O=P(O)(CCc1ccccn1)CN1CCCCC1	-2	5
84	C=CCn1c(SCC(=O)c2ccc(NS(=O)(=O)c3ccccc3)cc2)nnc1-c1cccs1	11	5
85	CCOC(=O)C(C(=O)N1CCOCC1)C1CCCCC1 (configuration not stated)	-3	-2
86	O=C(Nc1ccc(Cl)cn1)c1ccc(COCC(F)(F)C(F)F)o1	10	2
87	CCNC(=O)c1ccc2c(c1)S(=O)(=O)c1ccccc1C2=O	0	0
88	O=c1sc2ccccc2n1COc1ccccc1	0	-7
89	N#Cc1nc(Cc2ccccc2)oc1NCc1ccccc1Cl	7	4
90	COc1cc(C2Nc3cccc4cccc(c34)N2)ccc1OC(C)=O	-9	3
91	CC1(C)Cc2c(sc3nc(NCCN4CCOCC4)n4ncnc4c23)CO1	9	2
92	COCc1cc(C)nc(N2CCN(c3ccccc3)CC2)c1C#N	0	0
93	Cc1[nH]c(=O)[nH]c(=O)c1NC(=O)c1cccs1	11	6
94	Cc1cccc(N(CC(O)CN(C)C)S(=O)(=O)c2ccccc2)c1 (configuration not stated)	10	6
95	Cc1nc(SCC(=O)c2ccccc2)c(C#N)c(-c2ccco2)c1C(=O)NCc1ccco1	9	2
96	CCOc1ccc2[nH]c(=O)c(CN(CC3CCCN3CC)C(=O)NCc3ccccc3)cc2c1 (configuration not stated)	-1	-7
97	COC(=O)c1cccc(S(=O)(=O)N(Cc2ccco2)Cc2cc3ccc(OC)cc3[nH]c2=O)c1	11	4
98	CCc1cc2c(NCC(=O)O)ncnc2s1	21	14
99	COc1ccccc1/C=C/CN1CC(C)OC(C)C1 (configuration not stated)	-3	1
100	CP(=O)(COC(=O)c1ccccc1)COC(=O)c1ccccc1	12	4

#	Molecule	TNAP Pi inh	TNAP pNPP inh
101	Cc1nn(C)c(C)c1NC(=O)CSc1nnc(C)n1-c1ccccc1	13	8
102	Cc1cc(N/C=C2\CCCCC2=O)no1	0	0
103	CN(C)c1ccc(C(CC(=O)O)NC(=O)c2ccc(Cl)cc2)cc1 (configuration not stated)	2	4
104	Cc1ccccc1OCc1nc2c3cnn(C)c3ncn2n1	-32	5
105	CCOc1cccc(-c2nnc3sc(-c4cc(OC)c(OC)cc4OC)nn23)c1	10	2
106	CC(C)C(=O)Nc1c2c(nc3c1CCC3)CCCC2	1	1
107	COc1cccc(N(CC(=O)Nc2ccccc2C)S(C)(=O)=O)c1	8	2
108	Cc1nc(SCC(=O)Nc2ccc3c(c2)OCO3)c(C#N)c2c1CCCC2	5	0
109	CCOc1ccc(-c2[nH]ncc2Oc2cccc(OC)c2)c(O)c1	2	-10
110	Cc1cc(C)n(Cc2ccc(C(=O)NCCC3=CCCCC3)o2)n1	0	0
111	O=C(CSc1nnnn1-c1ccccc1)Nc1nsc(-c2ccccc2)n1	7	1

Reprinted from above for reference:
#	Molecule	TNAP Pi inh	TNAP pNPP inh
95	Cc1nc(SCC(=O)c2ccccc2)c(C#N)c(-c2ccco2)c1C(=O)NCc1ccco1	9	2
96	CCOc1ccc2[nH]c(=O)c(CN(CC3CCCN3CC)C(=O)NCc3ccccc3)cc2c1 (configuration not stated)	-1	-7
97	COC(=O)c1cccc(S(=O)(=O)N(Cc2ccco2)Cc2cc3ccc(OC)cc3[nH]c2=O)c1	11	4
98	CCc1cc2c(NCC(=O)O)ncnc2s1	21	14
99	COc1ccccc1/C=C/CN1CC(C)OC(C)C1 (configuration not stated)	-3	1
100	CP(=O)(COC(=O)c1ccccc1)COC(=O)c1ccccc1	12	4
101	Cc1nn(C)c(C)c1NC(=O)CSc1nnc(C)n1-c1ccccc1	13	8
102	Cc1cc(N/C=C2\CCCCC2=O)no1	0	0
103	CN(C)c1ccc(C(CC(=O)O)NC(=O)c2ccc(Cl)cc2)cc1 (configuration not stated)	2	4
104	Cc1ccccc1OCc1nc2c3cnn(C)c3ncn2n1	-32	5
105	CCOc1cccc(-c2nnc3sc(-c4cc(OC)c(OC)cc4OC)nn23)c1	10	2
106	CC(C)C(=O)Nc1c2c(nc3c1CCC3)CCCC2	1	1
107	COc1cccc(N(CC(=O)Nc2ccccc2C)S(C)(=O)=O)c1	8	2
108	Cc1nc(SCC(=O)Nc2ccc3c(c2)OCO3)c(C#N)c2c1CCCC2	5	0
109	CCOc1ccc(-c2[nH]ncc2Oc2cccc(OC)c2)c(O)c1	2	-10
110	Cc1cc(C)n(Cc2ccc(C(=O)NCCC3=CCCCC3)o2)n1	0	0
111	O=C(CSc1nnnn1-c1ccccc1)Nc1nsc(-c2ccccc2)n1	7	1
